# KDM5B inh = blocks human KDM5B histone demethylase activity | 220,000 compounds, 2.6% hits | AID 1347165 | KDM5B demethylase, FDH-coupled NADH fluorescence (FDH is formaldehyde dehydrogenase) | Potency, µM (doses to about 57.7 µM), for inactives: at the highest dose activity change, negative = inhibition, actives largely listed as inhibitors; active = well fitted inhibition curve with a large enough effect; inconclusive = small, poorly fitted or top-dose-only effect; inactive = no such curve, though single readings can be large or run the other way; also: 0% is about no effect; nearly all actives have a fitted effect of over 70% in size
# Target sequence (Q9UGL1 whole entry, looked up): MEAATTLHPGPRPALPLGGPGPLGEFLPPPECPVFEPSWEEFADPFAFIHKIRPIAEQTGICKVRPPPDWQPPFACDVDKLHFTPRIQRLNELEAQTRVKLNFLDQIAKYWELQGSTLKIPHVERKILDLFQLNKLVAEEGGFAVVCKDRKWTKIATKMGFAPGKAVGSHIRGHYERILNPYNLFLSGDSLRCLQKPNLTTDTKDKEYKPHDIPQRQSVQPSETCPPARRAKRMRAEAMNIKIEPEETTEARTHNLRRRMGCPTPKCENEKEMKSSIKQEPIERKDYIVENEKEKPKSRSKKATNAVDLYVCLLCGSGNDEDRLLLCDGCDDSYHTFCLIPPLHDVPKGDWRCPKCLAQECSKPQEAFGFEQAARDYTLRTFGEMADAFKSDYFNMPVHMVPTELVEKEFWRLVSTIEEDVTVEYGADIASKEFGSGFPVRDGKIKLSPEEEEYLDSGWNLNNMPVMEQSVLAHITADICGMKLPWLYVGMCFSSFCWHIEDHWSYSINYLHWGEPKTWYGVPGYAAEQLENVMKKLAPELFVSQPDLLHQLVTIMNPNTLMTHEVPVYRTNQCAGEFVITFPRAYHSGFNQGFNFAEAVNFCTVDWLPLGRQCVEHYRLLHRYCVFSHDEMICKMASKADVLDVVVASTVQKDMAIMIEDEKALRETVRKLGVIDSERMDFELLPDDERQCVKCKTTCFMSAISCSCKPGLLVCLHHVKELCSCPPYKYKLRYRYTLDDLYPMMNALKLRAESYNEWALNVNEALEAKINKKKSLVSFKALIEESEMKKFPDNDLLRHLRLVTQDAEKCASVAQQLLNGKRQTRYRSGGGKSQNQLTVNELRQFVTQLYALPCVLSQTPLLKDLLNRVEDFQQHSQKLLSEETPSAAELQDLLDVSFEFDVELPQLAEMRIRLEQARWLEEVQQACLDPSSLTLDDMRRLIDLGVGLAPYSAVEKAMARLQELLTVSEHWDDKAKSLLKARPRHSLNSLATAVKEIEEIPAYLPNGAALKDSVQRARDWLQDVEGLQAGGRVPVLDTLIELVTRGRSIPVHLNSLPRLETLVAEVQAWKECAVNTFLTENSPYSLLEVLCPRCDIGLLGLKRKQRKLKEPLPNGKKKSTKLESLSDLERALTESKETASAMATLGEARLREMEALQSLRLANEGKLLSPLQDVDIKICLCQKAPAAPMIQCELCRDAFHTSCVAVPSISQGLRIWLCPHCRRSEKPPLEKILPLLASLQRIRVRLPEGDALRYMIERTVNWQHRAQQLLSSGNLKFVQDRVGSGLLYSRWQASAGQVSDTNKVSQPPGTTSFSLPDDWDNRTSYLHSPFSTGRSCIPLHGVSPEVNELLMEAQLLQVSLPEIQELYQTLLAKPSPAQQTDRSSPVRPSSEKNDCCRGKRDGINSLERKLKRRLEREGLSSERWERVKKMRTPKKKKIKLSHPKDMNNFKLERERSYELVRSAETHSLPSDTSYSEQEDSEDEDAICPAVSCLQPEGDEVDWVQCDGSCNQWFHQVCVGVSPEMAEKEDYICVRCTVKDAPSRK
#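 Measured: NADH fluorescence change, 30 min, RT. System: KDM5BΔAP 200 nM final, H3K4me3 peptide, α-KG, Fe(II), ascorbate, NAD⁺ plus FDH, pH 7.5 HEPES. Compounds: titrated, 10 min pre-incubation with enzyme.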
# * hit, by the source's call; ? = inconclusive; [ ] = remark or other dose. Potency is read from the fitted curve at half-maximal effect.
SMILES,KDM5B inh
CCCCn1c(SCC(=O)NCc2ccc3c(c2)OCO3)nc2cc(C(=O)OC)ccc2c1=O,7%
Cn1cnc2cc(-c3ccc(N4CCOCC4)cc3)cc(C(=O)NCc3cccnc3)c21,?
CCOc1ccc(NC(=O)C(=O)NCc2ccco2)cc1,-7%[11.5 µM]
Cc1ccccc1S(=O)(=O)Cc1ccc(C(=O)NCCc2ccccc2)o1,-13%
O=C(c1ccc(CNc2nccc(-c3cccnc3)n2)cc1)N1CCCCC1,28µM*
CC(=O)Nc1ccc(S(=O)(=O)Nc2ccc(N3CCCCC3)cc2)cc1,?
O=C(Cc1ccccn1)N1CCc2nc(-c3ccc(Cl)cc3)nc(-c3ccccc3)c2C1,-15%
Cc1ccc(Cn2c(C3CCN(C(=O)c4ccccc4F)CC3)n[nH]c2=O)cc1,20%
COc1cc(F)ccc1-c1ccnc2nc(C(C)C)nn12,28µM*
COc1ccc(C)cc1NC(=O)c1c2c(nc3ccccc13)C(=O)N(C1CCCCC1)C2,-24%
O=C(CSc1nnc(-c2ccccc2F)o1)Nc1cccc(C(F)(F)F)c1,-16%
N#Cc1ccc(COc2ccc3ccccc3c2CN2CCCCC2)cc1,-4%
Cn1c(SCc2ccc(F)cc2)nc2ccc(C(=O)NCc3ccc(F)cc3)cc21,-18%
COc1ccc(-c2nc(C)nc3c2CN(C(=O)c2ccccc2F)CC3)cc1,-12%[115 µM]
CC(C)(C)c1ccc(-c2cc(C[C@H]3CNCC[C@H]3CC(=O)N3CCC(n4c(=O)[nH]c5ccccc54)CC3)no2)cc1,?
Cn1ccc(NC(=O)C2(C)CCCc3cnc(Nc4ccccc4)nc32)n1 (stereo unspecified),-21%[86.2 µM]
Cc1ccccc1S(=O)Cc1ccc(C(=O)N2CCN(c3cccc(C)c3C)CC2)o1 (stereo unspecified),10%
COc1ccc(OC)c(NC(=O)c2nc(SCc3ccccc3F)ncc2Cl)c1,-3%
CCOC(=O)c1c(C)[nH]c(C)c1S(=O)(=O)N1CCC(C(=O)N2CCN(c3cccc(C)c3C)CC2)CC1,-4%
Cc1nn(-c2ccc3nncn3n2)c2c1C(c1ccccc1Cl)CC(=O)N2 (stereo unspecified),14%

# KDM5B inh: hit marks shown above
SMILES,KDM5B inh
O=C(c1ccc(CNc2nccc(-c3cccnc3)n2)cc1)N1CCCCC1,28µM*
COc1cc(F)ccc1-c1ccnc2nc(C(C)C)nn12,28µM*

# Other structures follow.
SMILES,KDM5B inh
COCCOC(=O)C1=C(C)N=C2SC=C(CC(=O)Nc3cccc(OC)c3)N2C1c1ccccc1 (stereo unspecified),-19%
Cn1c(=O)c2c(nc(NCc3ccc(S(N)(=O)=O)cc3)n2Cc2ccc(Cl)cc2)n(C)c1=O,1%
CCOC(=O)N1CCN(c2c(NCCN3CCN(c4ccccc4F)CC3)c(=O)c2=O)CC1,29%
Cc1ccc(NC(=O)Cc2nc(CSc3nncn3-c3ccc(C)cc3C)cs2)cc1,4%
CN1C(=O)Cc2ccccc2C1C(=O)NC1CCCC1 (stereo unspecified),26%
O=C(O)CCC(=O)N1CCN(CCc2ccccc2)CC1,3%
COC1C(=O)N(C2CCN(C(=O)c3ccncc3)CC2)C12CCOCC2 (stereo unspecified),27%
Cc1cc(C)c(NC(=O)Cn2c(SCC(=O)NCc3ccccc3)nc3ccccc32)c(C)c1,-17%
N#Cc1nc(-c2ccc(Cl)cc2)oc1N1CCCC1,-103%
O=C(NCCCN1CCN(c2ccccc2F)CC1)c1sc2ncccc2c1-n1cccc1,-1%
Cc1ccc(-c2cn3c(n2)sc2cc(C(=O)N4CCCCC4)ccc23)cc1,?
O=C(c1csc(Cc2ccccc2)n1)N1CCC2(CCCNC2)C1 (stereo unspecified),-14%
O=C(NCc1ccccc1F)c1cc(Br)cn2ccnc12,22µM*
CC(NC(=O)C(C)N1CCN(Cc2ccccc2)CC1)c1ccc(F)cc1 (stereo unspecified),14%
Cc1ccc(Cn2c(SCc3ccc(C(=O)O)cc3)nc3cccnc32)cc1,?
CCOc1cc(C(=O)N2CCN(C(=O)OC(C)(C)C)CC2)ccc1OC,-13%
CC(=O)NC[C@H]1CCN(S(=O)(=O)c2ccc(F)c(Cl)c2)C[C@H]1N(C)C,8%
CC(C)(Oc1ccc(Cl)cc1)C(=O)Nc1cc(C(C)(C)C)no1,-24%
Cc1ccc(-n2ncc(C(=O)N3CCN(C(=O)c4ccco4)CC3)c2C2CCN(C(=O)OC(C)(C)C)CC2)cc1,?
Cn1cc(C(C(=O)O)N2CCC(Cc3ccccc3)CC2)c2ccc(C(=O)O)cc21 (stereo unspecified),?
COCCCN1CCc2nc(SCC(=O)Nc3ccc(C)c(Cl)c3)[nH]c(=O)c2C1,?
O=C(O)c1ccc(CN2C[C@H](O)C[C@H]2c2nc(-c3ccccc3)no2)cc1,-23%[86.2 µM]
COc1ccccc1C(=O)Nc1ccc([C@H]2OCC(=O)N(Cc3cccnc3)[C@@H]2CO)cc1,20%
COc1ccc(C(=O)N2CCCC(Cc3ncc(C)n3Cc3ccccc3)C2)c(OC)c1 (stereo unspecified),9%
COc1ccc(C)cc1NC(=O)c1cnc(N2CCCCC2)c2ccccc12,?
CCCOc1ccc(C(C)NC(=O)c2snnc2CC)cc1OC (stereo unspecified),27%
COc1ccc(OC)c(C2C=C(c3cccc(Br)c3)Nc3nnnn32)c1 (stereo unspecified),27%
Cc1ccc(-n2c(SCC(=O)NCc3ccccc3)nc3c([nH]c4ccccc43)c2=O)cc1,-16%
Cc1ccc(C(CNC(=O)c2oc3ccc(F)cc3c2C)N2CCC(C)CC2)o1 (stereo unspecified),-18%
Cc1ccc(-c2ccsc2C(=O)N2CCN(S(=O)(=O)c3ccc(F)cc3F)CC2)cc1,3%
CCc1ccc(C(=O)CSc2nc(-c3ccccc3)nc3c2CCCC3)cc1,14%
CCCOc1ccc(C(=O)N(Cc2ccccc2Cl)C2CCS(=O)(=O)C2)cc1 (stereo unspecified),1%
COc1cccc(OCc2nc3ccccc3n2CCOc2cccc(C)c2)c1,14%
CNC(=O)[C@@H]1CN(C(=O)CCc2nc3ccccc3s2)C[C@H]1c1n[nH]c(C)n1,-14%
COC(=O)c1ccc(NC(=O)N2CCN(Cc3cc(=O)n4nc(-c5ccc(C)cc5)sc4n3)CC2)cc1,-16%
COCCNC(=O)c1cn2cc(-c3cccc(Cl)c3)n(CC=C(C)C)c(=O)c2n1,-9%
O=[N+]([O-])c1cc(S(=O)(=O)Nc2ccc(Cl)cc2)ccc1N/N=C/c1ccccc1Cl,9%
Cc1ccc(/C=C/C(=O)/C=C/c2ccc(C)cc2)cc1,-2%
COC(=O)c1c(C(=O)OC)c2n(c1C)CCS2,26%
CN(C(=O)Cc1ccccn1)C1CCCc2ccccc21 (stereo unspecified),-23%[86.2 µM]
CCC(Oc1ccc(F)cc1)C(=O)Nc1c(C(=O)c2ccc(C)cc2)oc2ccccc12 (stereo unspecified),-11%
Cc1ccc(S(=O)(=O)Nc2nc3ccc(C)cc3nc2Nc2ccc3c(c2)OCO3)cc1,13%
CC1CCCC(NC(=S)Nc2ccccc2)C1C (stereo unspecified),7%
CCOc1cc(C(=O)OC(C)C(N)=O)ccc1OCC(C)C (stereo unspecified),17%
CC(CCc1ccccc1)NS(=O)(=O)c1ccccc1F (stereo unspecified),-8%
O=C(O)CCCC(=O)N1CCNCC1,10%
O=C(N/N=C/c1cccs1)c1ccc(NC(=O)c2ccccc2)cc1,20%
COc1ccccc1CN1CC(c2noc(CC3CCCC3)n2)CC1=O (stereo unspecified),-13%
CC(=O)Nc1ccc(Nc2cc(C)nc3c(-c4ccc(Cl)cc4)cnn23)cc1,?
CC1CCCCC1NC(=O)c1ccc(C#N)cc1 (stereo unspecified),-5%

# Rewritten tab-delimited: entries from further up
molecule	KDM5B inh
CC(CCc1ccccc1)NS(=O)(=O)c1ccccc1F (stereo unspecified)	-8%
O=C(O)CCCC(=O)N1CCNCC1	10%
Cc1ccc(S(=O)(=O)Nc2nc3ccc(C)cc3nc2Nc2ccc3c(c2)OCO3)cc1	13%
CCC(Oc1ccc(F)cc1)C(=O)Nc1c(C(=O)c2ccc(C)cc2)oc2ccccc12 (stereo unspecified)	-11%
CCOc1cc(C(=O)OC(C)C(N)=O)ccc1OCC(C)C (stereo unspecified)	17%

# More compounds follow:
SMILES,KDM5B inh
S=c1nc(-c2cc(Cl)cc(Cl)c2)[nH][nH]1,?
Cc1ccc2c(c1)N(C(=O)N1CCC(C(=O)NC3CCCCCC3)CC1)CC(C)O2 (stereo unspecified),7%
O=C(N/N=C/c1ccccc1OC(F)F)NC1CCCCC1,?
O=C(O)C/C(=C/c1c(Cl)cccc1Cl)c1nc2ccccc2o1,20%
COCC(=O)N1CC[C@@H](CC(=O)O)[C@@H](CC2=NCCc3ccc(C)cc32)C1,?
Cc1ccc(CNC(=O)c2oc3ccc(S(=O)(=O)N4CCCC(C)C4)cc3c2C)cc1 (stereo unspecified),-14%
CCOC(=O)CCCCN(Cc1ccccc1F)S(=O)(=O)c1ccc(F)c(C(=O)Nc2cc(Cl)cc(Cl)c2)c1,?
CCCNC(=O)c1cccc(NC(=O)c2ccncc2)c1,23%
c1ccc(-c2nnc3sc(Cn4cccn4)nn23)cc1,-23%
CCC1CCc2sc(-c3nnc(SCC(=O)NC(C)(C)C)n3C)cc2C1 (stereo unspecified),-3%
Cc1ccc(NC(=O)CSc2nnc3c(n2)[nH]c2ccccc23)cc1,35%
O=C(NC1CCCC1)C(c1cccnc1)N(Cc1ccc(F)cc1)C(=O)c1csnn1 (stereo unspecified),34%[activator]
C=CCOc1ccc(CNCC2CC2)cc1,6%
Cc1ccc(Cn2c(=O)c(-c3noc(C)n3)c3n(c2=O)CCCCC3)cc1,-15%
Cc1cc(C)c(C#N)c(SCC(=O)Nc2ccccc2C#N)n1,?
CCN(CC)CCCNC(=O)c1cn(CC)c2ccc(S(=O)(=O)N3CCC(C)CC3)cc2c1=O,-10%
COc1ccccc1CNC(=O)C1CCCN(S(=O)(=O)c2ccc3c(c2)oc(=O)n3C)C1 (stereo unspecified),-12%
C[C@@H]1CN(C(=O)Cc2c(F)ccc(Cl)c2F)CC[C@]1(C)O,-9%
COc1ccc(NC(=O)c2c(NC(=O)CNCC(C)C)sc3c2CCC(C(C)(C)C)C3)cc1 (stereo unspecified),15%
Cc1cc(NC(=O)Nc2nnc(N(C)Cc3ccccc3)s2)ccc1Br,-1%

# Some values from the entries so far.
# Value of C=CCOc1ccc(CNCC2CC2)cc1 in KDM5B inh: 6%
# Value of COc1ccc(NC(=O)c2c(NC(=O)CNCC(C)C)sc3c2CCC(C(C)(C)C)C3)cc1 (stereo unspecified) in KDM5B inh: 15%

# Remaining list, next part:
SMILES,KDM5B inh
O=C(NC1C2CC3CC(C2)CC1C3)c1cc(-c2cccnc2)nc2ccc(Cl)cc12 (stereo unspecified),13%
CCc1ccccc1N1C(=O)N(C)c2ccccc2S1(=O)=O,13%
CNC(=O)N1CCC(n2c(C)cnc2-c2cccnc2)CC1,9%
O=C1CO[C@H]2CCN(Cc3cccnc3)CC[C@@H]2N1Cc1ccccc1,-28%[86.2 µM]
CSC(C)C(=O)Nc1cccc(I)c1 (stereo unspecified),-13%
O=C([C@@H]1C[C@H](Oc2cccnc2)CN1C(=O)c1ccccn1)N1CCOCC1,-32%
COc1ccc(CCNC(=O)Cn2c(=O)nc(-c3ccccc3F)c3cc(Cl)ccc32)cc1OC,-15%
CC(C)Cc1nc2oc3c(Cl)ncnc3c2c2c1CCCC2,?
Cn1ccc2cc(S(=O)(=O)N3CCCC(C(=O)NCc4ccc(F)cc4)C3)ccc21 (stereo unspecified),-42%
Cc1cccc(C(=O)N2CCC(Oc3ncccc3C(N)=O)C2)c1 (stereo unspecified),23%
CCc1ccc(NC(=O)Nc2ccccc2OCc2cc(=O)n3ccccc3n2)cc1,-13%
CC[C@H]1CN(S(C)(=O)=O)CC[C@H]1CC(=O)NCCOC,21%[86.2 µM]
COc1ccc(C2N=C(N)Nc3nc4ccccc4n32)cc1 (stereo unspecified),-40%
COc1ccccc1CNC(=O)CSc1nc2ccccc2nc1N1CCCC1,-29%
Cc1ccc(S(=O)(=O)N(CC(=O)N2CCN(C(=O)c3ccco3)CC2)Cc2ccco2)cc1C,2%
COc1ccc(C(=O)Oc2ccc(C(=O)c3ccc(OC)cc3)cc2)cc1,8%
Cc1ccsc1/C=N/N=C1c2ccccc2-c2ccccc21,22%
O=C(c1ccc(Cl)cc1)N1CC2(CCCN(Cc3ccccn3)C2)Cc2ccccc21 (stereo unspecified),?
Cc1ccc(C)n1-c1nnc(N2CCC(C(=O)Nc3ccccc3Br)CC2)s1,-15%
COC(=O)C1CN(Cc2ccccc2)CCS(=O)(=O)N1Cc1ccc(C(F)(F)F)cc1 (stereo unspecified),-15%

# Continued, starting with the last two of the part before.
SMILES,KDM5B inh
Cc1ccc(C)n1-c1nnc(N2CCC(C(=O)Nc3ccccc3Br)CC2)s1,-15%
COC(=O)C1CN(Cc2ccccc2)CCS(=O)(=O)N1Cc1ccc(C(F)(F)F)cc1 (stereo unspecified),-15%
CCN(CC)CCN(C(=O)c1ccc(C(=O)c2ccccc2)cc1)c1nc2cc3c(cc2s1)OCO3,?
CC(C)CC(=O)N1CCCN(C(=O)C2CC2)c2ccccc21,17%
CC(NC(=O)OCc1ccccc1)c1nc2cccnc2n1C1CCCCC1 (stereo unspecified),5%
CC(C)NC(=O)NC[C@H]1O[C@@H](CC(=O)N2CCc3ccccc32)[C@H](O)[C@@H]1O,?
CCc1ccccc1NC(=O)CN(c1ccccc1)S(=O)(=O)c1ccsc1C(=O)OC,?
Cn1cc(S(=O)(=O)N2CCCCCC2)cc1C(=O)Nc1ccccc1F,14%
O=C1CCN(C(=O)C2CCN(C(=O)NCc3ccccc3)CC2)CCCCCCN1,5%
COc1ccccc1-c1noc(-c2ccc(NCc3ccco3)c([N+](=O)[O-])c2)n1,-22%
O=C(NCCc1cnccn1)[C@H]1CNC[C@@H](C(=O)N2CCOCC2)C1,20%
Cc1cccc(-c2nc(CCNC(=O)Cc3ccccc3)cs2)c1,?

# A portion of the library; the hit share may differ from the screen's.
